Screens (PubChem)
GPR35 arrestin U2OS – GPR35 antagonists blocking zaprinast-driven arrestin recruitment, primary screen, imaging, U2OS, beta-arrestin-GFP, zaprinast agonist (AID 2058); U2OS GPR35 beta-arrestin-GFP translocation imaging, zaprinast antagonism; higher % means a stronger effect; inhibition, % at 10 µM; hits with a dose series show IC50 in µM; 290,000 compounds, 0.052% hits;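 active means inhibition of at least 50% with at least 30 cells and total cytoplasm GFP at most 10,000,000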
KOR beta-arrestin-1 – kappa opioid receptor blockers – cell-based, luminescence, uHTS (AID 1778); KOR beta-arrestin recruitment, luminescence, antagonist mode; higher % means a stronger effect; one-dose inhibition, % at 10 µM; IC50 in µM for titrated hits; 290,000 compounds, 0.091% hits; in the data active means inhibition above about 50%; further: strong numbers were not always called active
KOR beta-arrestin-2 – KOR agonists, beta-arrestin recruitment, primary screen, cell-based, luminescence, uHTS (AID 1777); 280,000 compounds, 0.02% hits; KOR beta-arrestin recruitment, luminescence; higher % means a stronger effect; activation, % at 10 µM, or EC50 in µM where a hit was titrated; in the data active means activation above about 50%, passing the limit was not always enough; further: a part of the inactive calls stands beside numbers as strong as those of hits
AID2073 – disruptors of CaV2.2 binding to Mint1 – biochemical, HTRF (AID 2073); HTRF protein-protein interaction, Mint1-CaV2.2; higher % means a stronger effect; inhibition, % at 20 µM; hits with a dose series show IC50 in µM; 290,000 compounds, 0.19% hits; in the data active means inhibition mostly above about 51%, no sharp cut-off; further: some results filed as inactive read as strong as hits
GPR55 antagonists – inhibition of LPI-stimulated GPR55 beta-arrestin translocation – imaging, U2OS, beta-arrestin-GFP, LPI agonist, primary screen (AID 2013); 290,000 compounds, 0.13% hits; one-dose inhibition, % at 10 µM; IC50 in µM for titrated hits; U2OS GPR55 beta-arrestin-GFP translocation imaging, LPI antagonism; higher % means a stronger effect;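 active means spots per cell inhibited over 60%, with over 100 cells counted and total cytoplasm intensity under 500,000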;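 further: U2OS cells stably carrying GPR55 and arrestin-GFP stimulated by 5 µM LPI near EC80; imaged beta-arrestin-GFP aggregate spots per cell after agonist stimulation; plate controls were LPI-stimulated DMSO wells for no effect and DMSO wells without LPI for full effect; some results filed as inactive read as strong as hits; confirmed hits need IC50 under 10 µM and bright autofluorescent wells are also inconclusive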
Siah-1 displacement – Siah-1 peptide-binding antagonists, primary screen, biochemical, fluorescence polarization, rhodamine-plectin, uHTS (AID 1817); Siah-1 / rhodamine-plectin peptide fluorescence polarization; higher % means a stronger effect; displacement, % at 20 µM; hits with a dose series show IC50 in µM; 290,000 compounds, 0.02% hits;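 active means displacement of at least 50% at 20 µM, with a fluorescence ratio check between 0.3 and a set limit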;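 further: plate controls were Siah plus tracer with DMSO for no effect and tracer alone without Siah for full effect; strong numbers were not always called active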
NOD1 NF-kB reporter – inhibition of NOD1-driven NF-kB reporter – cell-based, luminescence, uHTS, primary screen (AID 1578); inhibition, % at 4 µM, or EC50 in µM where a hit was titrated; 290,000 compounds, 1% hits; NOD1-driven NF-kB luciferase reporter cells, luminescence; higher % means a stronger effect; in the data active means inhibition mostly above about 36%, no sharp cut-off; inactive means mostly below about 34%;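 further: HEK-293T reporter cells stimulated with the NOD1 agonist gamma-tri-DAP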
GPR55 beta-arrestin – GPR55 agonists via beta-arrestin recruitment, primary screen, imaging, U2OS cells, beta-arrestin-GFP redistribution (AID 1961) | U2OS GPR55 beta-arrestin-GFP redistribution imaging; higher % means a stronger effect | one-dose activation, % at 10 µM; EC50 in µM for titrated hits | 290,000 compounds, 0.048% hits;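 active means activation above 40% with more than 50 cells counted in the well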;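 further: U2OS osteosarcoma cells stably expressing GPR55 and beta-arrestin-GFP; plate controls were DMSO negative control for no effect and LPI positive control for full effect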
HIV peptide binding – inhibitors of HIV fusion peptide binding, primary screen, biochemical, uHTS, fluorescence dequenching (AID 1986) | cell-free peptide binding, fluorescence dequenching, 30 min; higher % means a stronger effect | inhibition, % at 20 µM; hits with a dose series show IC50 in µM | 290,000 compounds, 0.3% hits; in the data active means inhibition mostly above about 52%, no sharp cut-off; inactive means mostly below about 76%; further: some results filed as inactive read as strong as hits
* hit, by the source's call; x = no result given; [ ] = remark or other dose.

GPR35 arrestin U2OS,compound,KOR beta-arrestin-1,KOR beta-arrestin-2,AID2073,GPR55 antagonists,Siah-1 displacement,NOD1 NF-kB reporter,GPR55 beta-arrestin,HIV peptide binding
-3%,Cc1ccc(CC(=O)Nc2cc([N+](=O)[O-])ccc2F)cc1,-98%[20 µM],x,11%,-11%,-1%,-39%,0.2%,1.4%
-2%,O=C(CNC(=S)N(CCCN1CCOCC1)Cc1cccs1)NCCN1CCOCC1,14%,1.5%,-29%,14%,6%,-24%,-0.2%,-1.4%
-6%,C/C=C/c1ccc(OCCCNC2CCCC2)c(OC)c1,10%,-2.0%,6%,9%,-4%,-15%,-0.1%,-2.7%
-6%,OCCN1CCN(c2cc(-c3ccccc3)c3ccccc3n2)CC1,-18%,1.3%,0%,14%,0%,-26%,0.3%,1.3%
-5%,N=c1oc2ccc(Br)cc2cc1C(=O)NC1CCCCCC1,23%,-0.5%,4%,6%,10%,-1%,0.0%,-0.5%
13%,CS(=O)(=O)NCCNc1ncc(C(F)(F)F)cc1Cl,9%,-2.7%,1%,10%,4%,-34%,1.5%,-0.2%
16%,COc1ccc(CNC(=O)CSc2nnnn2-c2ccccc2)cc1,-3%,26%,-7%,11%,-1%,-15%,-0.3%,0.3%
-9%,O=C(CSc1ncccn1)NC(=O)Nc1ccc2c(c1)OCCO2,-21%,-2.4%,-19%,0%,5%,-65%,-0.6%,-0.1%
2%,CC1CC(C)CN(c2cc(=O)n(Cc3ccc(F)cc3)c(=O)[nH]2)C1 (configuration not stated),-9%,0.8%,5%,1%,-5%,-22%,-0.3%,1.7%
4%,CCN1CCN(C(=O)C2CCN(c3nnc(C)c4c(C)n(-c5ccc(C)cc5)nc34)CC2)CC1,-23%,2.3%,4%,-3%,-8%,-18%,-0.1%,-0.2%
16%,C/C(=N\NC(=O)COc1ccccc1F)c1cc2ccccc2o1,-4%,1.8%,3%,21%,24%,-23%,-0.3%,-2.0%
-9%,CCc1nnc(NC(=O)C2CCN(S(=O)(=O)Cc3ccccc3)CC2)s1,0%,-3.0%,-2%,6%,2%,-6%,0.4%,1.2%
23%,Cc1cccc(OCCCC(=O)Nc2ccc(N(C)C)cc2)c1,29%,-2.6%,-14%,9%,-8%,-36%,-0.2%,-3.7%
-1%,Cn1nccc1C(=O)N1CCCC(Nc2ccc(F)cc2)C1 (configuration not stated),-57%,6.2%,2%,-9%,0%,-12%,-0.3%,-1.6%
9%,COc1ccccc1CNc1nc2nc(C)c(Cl)c(=O)n2[nH]1,24%,3.5%,7%,-5%,-3%,-18%,0.3%,2.2%
-6%,COc1cccc(CNS(=O)(=O)c2cc3c(cc2Cl)NC(=O)CO3)c1,-19%[20 µM],-1.7%,-2%,-6%,3%,-6%,0.0%,-0.4%
0%,Cn1cc(S(=O)(=O)N2CCC(C(N)=O)CC2)c(=O)n(C)c1=O,-4%,2.1%,-1%,-8%,3%,-13%,-0.1%,0.4%
3%,Cc1[nH]cnc1C(=O)N/N=C/c1ccc([N+](=O)[O-])s1,3%,6.1%,-8%,12%,0%,-8%,0.2%,-3.4%
3%,O=C(C1CCC(CNS(=O)(=O)c2ccccc2)CC1)N1CCCCC1 (configuration not stated),-5%,2.9%,6%,-12%,-4%,-20%,0.0%,0.2%
-13%,O=C(CN1CCCCCCC1)NC(=O)NC1CCCCC1,-11%,3.0%,2%,4%,5%,-36%,-0.6%,1.3%
2%,COc1ccc(/C=N/Nc2snc(SC)c2C#N)cc1OC,-55%,5.1%,4%,10%,1%,0%,0.0%,0.5%
-10%,CCOc1ccc(/C=N/NC(=O)C2CCCC2)c(OCC)c1,2%,0.8%,5%,19%,4%,-28%,0.3%,0.8%
7%,O=C(O)c1ccc(-n2nc(-c3ccccc3)c3ccccc3c2=O)cc1,-20%,1.6%,12%,-6%,-1%,-16%,-0.1%,0.8%
21%,COc1ccccc1/C=C/C=C1\Oc2c(ccc(O)c2CN(C)C)C1=O,40%,-0.8%,25%,3%,-5%,5%,-0.1%,146%
3%,O=C(Nc1c(Cl)ccc2nsnc12)c1cccnc1,12%,-1.7%,7%,9%,4%,-6%,0.5%,3.2%
3%,O=C1O/C(=C\c2ccccc2)c2ccccc21,40%,-6.1%,-4%,0%,10%,-46%,0.7%,0.8%
0%,COc1ccc(NC(=O)/C=C/c2ccc(Br)o2)cn1,-16%,4.7%,78%,-8%,36%,-37%,0.1%,20%
11%,O=C1COc2ccc(S(=O)(=O)CCC(=O)N3CCN(c4ccccc4)CC3)cc2N1,-11%,-7.0%,10%,4%,8%,-5%,0.1%,-0.5%
12%,CCOC(=O)C1=C(C)Nc2nc(SC)nn2C1c1ccc(C(=O)OC)cc1 (configuration not stated),-44%,0.1%,10%,10%,2%,3%,0.0%,0.9%
5%,Cc1cc(=O)oc2c(C)c(OC(C)C(=O)NCCCN3CCCC3=O)ccc12 (configuration not stated),-14%,-4.9%,5%,-5%,-1%,-18%,-0.1%,-0.7%
3%,COc1ccc(/C=N/c2c(-c3ccco3)nc3ccccn23)cc1OC,-10%,-0.9%,34%,4%,11%,-6%,-0.1%,42%
-8%,CCN(C)Cc1c(C(=O)N2CCc3ccccc3C2)nc2ccc(Cl)cn12,-11%,5.0%,-4%,2%,2%,-20%,-0.2%,2.0%
0%,COc1ccc2c(c1)c(C)cc[n+]2Cc1ccccc1,-44%[20 µM],-1.5%,12%,2%,-3%,-14%,-0.3%,0.2%
-14%,Cc1ccn2c(Nc3ccccc3C)c(-c3ccccn3)nc2c1,19%,-5.3%,15%,0%,6%,22%,0.1%,-0.5%
-1%,O=C(NCCCN1CCN(c2ccccc2)CC1)C1CCCN(c2ncnc3c2nc2n3CCCCC2)C1 (configuration not stated),-16%,-5.0%,10%,-1%,-2%,-10%,0.1%,-1.0%
-8%,N#CCOc1ccc(C2=NO[C@@H]3[C@@H]4C[C@@H]([C@H]5C(=O)N(c6ccc7c(c6)OCO7)C(=O)[C@@H]45)[C@H]23)cc1,2%,-1.6%,3%,15%,16%,-10%,0.5%,2.3%
-10%,Cn1nnnc1SCc1ccc(CSc2nnnn2C)cc1,25%[20 µM],-0.7%,7%,8%,-1%,-11%,-0.1%,1.8%
-12%,O=C(O)c1cccc(N2C(=O)/C(=C/c3ccc([N+](=O)[O-])cc3)C=C2c2ccccc2)c1,-55%,3.3%,31%,-16%,-4%,55%*,-0.4%,61%
8%,Cc1nnc2sc(-c3ccncc3)nn12,28%,-4.3%,1%,1%,-5%,21%,-0.1%,-1.5%
6%,O=c1c(C(c2ccc(F)cc2)c2c(O)nc3n(c2=O)CCCS3)c(O)nc2n1CCCS2,0%,5.0%,6%,4%,14%,-10%,-0.1%,2.4%
-5%,Cc1nc(C)c(C(=O)C2=C(O)C(=O)N(CCN3CCOCC3)C2c2ccco2)s1 (configuration not stated),10%,-3.5%,-6%,-2%,3%,-8%,-0.2%,7.8%
0%,Oc1ccc(N=C/C=C/c2cccc(Br)c2)cc1-c1nc2ccccc2s1,32%,-4.2%,67%,10%,72%,50%,-0.5%,62%
8%,COc1ccc(Br)cc1CNC(=O)Cc1c(C(=O)O)[nH]c2ccc(Cl)cc12,4%,0.8%,22%,17%,6%,-28%,-0.4%,52%
-5%,CN(C)CCNC(=O)c1onc(CSc2ccc(F)c(F)c2)c1C(=O)NCCN(C)C,7%,2.5%,2%,-7%,10%,5%,-0.2%,-0.9%
-5%,COc1ccc(C(=O)N(C)C2CCCN(Cc3ccccc3F)C2)cc1C (configuration not stated),-30%,6.5%,2%,-1%,-3%,46%,-0.3%,1.3%
-5%,CCS(=O)(=O)N1CCC(C(=O)N2CCOCC2)CC1,-100%,2.9%,-4%,-10%,-10%,-4%,-0.1%,-0.1%
-3%,c1cnc2c(SCc3ccc(-c4nnco4)cc3)cccc2c1,-9%,1.4%,-17%,-1%,-6%,-36%,0.4%,-1.6%
-11%,O=C(O)C1CCCN1S(=O)(=O)c1cccc2nsnc12 (configuration not stated),-10%,-4.5%,5%,2%,12%,-34%,-0.1%,-1.2%
17%,Cc1cccc2c(=O)cc(C)n(CC(=O)N3CCOCC3)c12,9%,-4.9%,0%,0%,2%,-11%,0.0%,-1.3%
2%,Cc1cc(C(=O)NC2CCCc3ccccc32)ccc1[N+](=O)[O-] (configuration not stated),4%,-5.8%,-3%,-9%,8%,-12%,-0.3%,0.4%

The closing 2 entries of the part above come first, to join the parts:
GPR35 arrestin U2OS,compound,KOR beta-arrestin-1,KOR beta-arrestin-2,AID2073,GPR55 antagonists,Siah-1 displacement,NOD1 NF-kB reporter,GPR55 beta-arrestin,HIV peptide binding
17%,Cc1cccc2c(=O)cc(C)n(CC(=O)N3CCOCC3)c12,9%,-4.9%,0%,0%,2%,-11%,0.0%,-1.3%
2%,Cc1cc(C(=O)NC2CCCc3ccccc32)ccc1[N+](=O)[O-] (configuration not stated),4%,-5.8%,-3%,-9%,8%,-12%,-0.3%,0.4%
7%,COC(=O)C(CC(C)C)NC(=O)CSc1nc(-c2ccccc2)c(C#N)c(=O)[nH]1 (configuration not stated),11%,-4.4%,3%,4%,0%,-8%,-0.3%,3.7%
-1%,COc1cccc(NC(=O)c2nn(C)c(C(=O)Nc3cccc(OC)c3)c2[N+](=O)[O-])c1,-27%,3.3%,-1%,-2%,-6%,6%,-0.1%,1.9%
1%,Cn1nnnc1SCCNCc1ccccc1F,-6%,0.5%,5%,6%,-1%,0%,-0.1%,0.9%
1%,NC(=O)CC(NC(=O)c1ccc(Br)cc1)c1ccc(N2CCC(Br)CC2)c([N+](=O)[O-])c1 (configuration not stated),32%,-1.2%,3%,-5%,-5%,7%,0.7%,-1.7%
-8%,Cc1ccc(C(C)C)c(OCC(=O)Nc2ccc3c(c2)nc(CCN2CCCCC2)n3C)c1,-29%,-6.4%,4%,-3%,2%,-20%,-0.1%,-0.9%
3%,O=C(NC1CCCC1)c1cc(-c2ccccc2Cl)on1,14%,-1.3%,-10%,10%,-2%,-92%,-0.4%,1.2%
0%,COc1ccc(-c2nc(Cn3c(SCc4ccc(C)cc4)nc4ccncc43)c(C)o2)cc1OC,-44%,-3.6%,4%,-8%,-2%,-19%,-0.1%,-3.1%
9%,Cc1cc(-c2ccccc2)n[nH]1,1%,-0.5%,-9%,7%,-2%,-18%,0.6%,-0.6%
11%,CC1CCCC(C)N1CC(O)COCc1ccccc1F (configuration not stated),-22%,-3.2%,2%,12%,3%,-11%,0.6%,1.3%
18%,CC(C)CC1NC(=S)N(C2CCCCC2)C1=O (configuration not stated),16%,-0.2%,21%,12%,1%,33%,-0.1%,10%

This is a subset (hit frequency here may not be typical).
